High-throughput results deposited in PubChem by Broad Institute.
PGC1a acetyl inh = PGC1a acetylation modulation, inhibitor mode; inhibition, % at 15.6 µM; 350,000 tested, 0.17% active; AID 651687; U2OS PGC1a acetylation, AlphaScreen anti-acetyl-lysine; with virally co-expressed GCN5 acetyltransferase;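 active means every replicate shows inhibition of at least 40%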;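 further: 0% = neutral control wells and 100% = positive control wells; some results beyond the cut were filed as inactive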
LGR2 inh = blocks bursicon-induced cAMP signaling via Drosophila LGR2. HEK293 LGR2, CRE-luciferase, bursicon-stimulated, 4 h. 380,000 tested, 0.35% active. AID 720647. inhibition, % at 9.99 µM;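 active means drop in luminescence signal, shown as inhibition above about 50% in the replicate tests, limit read from the data, passing the limit was not always enough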;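 further: agonist challenge used bursicon conditioned medium at about half maximal strength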
CASP6 VEID inh = blocks human caspase-6 cleavage activity; purified caspase-6, Z-VEID-R110 cleavage fluorescence; 350,000 tested, 0.53% active; P55212; AID 686996; inhibition, % at 12.5 µM;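 active means mean inhibition across replicates at least about 35%, with every replicate also reaching that limit, limit read from the data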;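 further: 0% = median of neutral control wells and 100% = no fluorescence left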
Target sequence (P55212 24-179 limits assumed): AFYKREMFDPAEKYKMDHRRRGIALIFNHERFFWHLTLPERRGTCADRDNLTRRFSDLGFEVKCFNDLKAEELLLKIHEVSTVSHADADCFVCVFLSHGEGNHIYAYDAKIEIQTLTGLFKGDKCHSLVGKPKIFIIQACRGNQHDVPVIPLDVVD
Target sequence (P55212 194-293 limits assumed): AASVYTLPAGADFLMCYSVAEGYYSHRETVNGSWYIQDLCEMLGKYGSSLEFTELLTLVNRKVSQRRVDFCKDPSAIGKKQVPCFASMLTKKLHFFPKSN
PAX8 inh HTS = PAX8 transcriptional activity inhibition; RMG-I TPO-luciferase reporter, SteadyGlo, 24 h; inhibition, % at 12.6 µM; 360,000 tested, 1.2% active;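 active means mean replicate inhibition at least 60% with every replicate also reaching 60%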;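 further: luciferase light reporting Pax8 driven TPO promoter activity; plate controls were median of neutral control wells for no effect and mitoxantrone controls for full effect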
EWS-Fli inh = EWS/Fli transcriptional activity inhibition. AID 651661. A673 NR0B1-luciferase reporter, viability-normalised. inhibition, % at 12.6 µM. 350,000 tested, 0.67% active;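 active means mean inhibition of at least 50% after viability correction, with every replicate also passing that limit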;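 further: firefly luciferase signal divided by Alamar Blue viability fluorescence both relative to DMSO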
miR-122 sensor = miR-122 inhibition in Huh7 cells | Huh7 miR-122 Renilla luciferase sensor, 48 h; neutral wells = 0, positive control = 100 | activation (reporter increase), % at 12.5 µM | 340,000 tested, 0.3% active | AID 602342;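 active means mean replicate activation score at least 90 and every replicate individually at or above 90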;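 further: higher luciferase means less miR-122 activity so hits act as miR-122 inhibitors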
Cneo AK release = Cryptococcus neoformans lysis via adenylate kinase release | AID 651654 | lysis activity, % at 15 µM | C. neoformans lysis, adenylate kinase release luminescence, 4 h; normalised: neutral wells 0, clomiphene wells 100 | 360,000 tested, 0.2% active;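 active means mean lysis activity across replicates of at least 80%, whatever share of replicates individually reach that level; inactive means mean lysis activity below 80%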
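read-out = cell lysis signal | test system = log-phase Cryptococcus neoformans yeast cells | input = cells at 5 × 10^6 per mL | medium = fresh YPD growth medium | signal = luminescent adenylate kinase detection reagent | timing = 4 h at 37 °C static, read 1 h later | dosing = single dose | controls = Clomiphene as positive lysis control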
FN deposition inh = fibronectin deposition inhibition; AH1F fibroblasts, Alexa488-fibronectin deposition fluorescence, overnight; inhibition, % at 12.6 µM; 350,000 tested, 0.086% active; AID 743247;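 active means mean inhibition across replicates of 30% or more, regardless of how many single replicates reach that level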;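 further: positive control wells lacked labelled fibronectin entirely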
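Schedule: 1 h cell adhesion before compound, then overnight fibronectin incubation; test system: AH1F fibroblast monolayer depositing Alexa488-labelled fibronectin into matrix; quantity: 10000 AH1F cells per well; probe or stimulus: fluorescent fibronectin at 24 nM final; signal: fluorescence, ex 485 nm, em 525 nm; evaluation: percent inhibition as loss of matrix-bound fibronectin fluorescence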
Active calls of the source: *; . = not tested or not shown; [ ] = remark or other dose.

No.	Molecule	PGC1a acetyl inh	LGR2 inh	CASP6 VEID inh	PAX8 inh HTS
1	COc1cccc(S(=O)(=O)N(C)C[C@H]2Oc3ncc(C#CCC(C)C)cc3C(=O)N([C@H](C)CO)C[C@H]2C)c1	-2	-3	-3	2
2	CN(CCC#N)C(=O)CSc1nnc(-c2ccco2)n1N	.	12	-2	-11
3	CC(=O)Nc1ccc(NC(=O)COC(=O)c2ccccc2SCC(=O)N2CCCC2)cc1	1	-5	-1	17
4	Cc1nc2ccccc2c2oc(C(=O)Nc3ccc(C(C)C)cc3)cc12	.	12	-1	12
5	CC(C)CC#Cc1cnc2c(c1)C(=O)N([C@@H](C)CO)C[C@@H](C)[C@H](CN(C)C(=O)CCN1CCCCC1)O2	10	-9	1	.
6	Cn1c(=O)n(C)c2cc(/C=N/NC(=O)c3cccc(Br)c3)ccc21	-2	.	.	4
7	CCc1cc(CNC(=O)C2CCC(=O)N(CCc3cccc(F)c3)C2)on1 (centres undefined)	.	-22	0	7
8	COc1ccc(CN(C)S(=O)(=O)c2nnc(NC(=O)c3cccc(OC)c3)s2)cc1	-7	12	-4	0
9	COc1ccc(NC(=O)N(C)C[C@@H]2Oc3c(NC(=O)Nc4ccccc4)cccc3C(=O)N([C@H](C)CO)C[C@@H]2C)cc1	16	-7	2	11
10	C[C@@H]1CN([C@@H](C)CO)C(=O)c2cc(NC(=O)Nc3ccccc3)ccc2O[C@@H]1CN(C)C(=O)Nc1ccc(F)cc1	-3	8	2	-5
11	O=C(c1ccccc1F)N1C[C@H]2[C@@H](c3ccccc31)[C@H](CO)N2C(=O)c1cccnc1	9	-6	-3	-25
12	COc1cccc(C(=O)Nc2cc(S(=O)(=O)N3CCCCC3)ccc2OC)c1	-10	-9	-3	10

No.	EWS-Fli inh	miR-122 sensor	Cneo AK release	FN deposition inh
1	2	1[16.7 µM]	-1	.
2	-3	.	.	-7
3	-12	-7	0	.
4	22	.	.	0
5	2	-2[16.7 µM]	4	1
6	.	2	5	12
7	.	.	2	8
8	-27	-10	0	10
9	-1	8[16.7 µM]	1	.
10	-1	-7[16.7 µM]	-2	1
11	16	-25[16.7 µM]	-3	.
12	13	1	.	-1

For convenience, some entries already given:
No.	Molecule	PGC1a acetyl inh	LGR2 inh	CASP6 VEID inh	PAX8 inh HTS
1	COc1cccc(S(=O)(=O)N(C)C[C@H]2Oc3ncc(C#CCC(C)C)cc3C(=O)N([C@H](C)CO)C[C@H]2C)c1	-2	-3	-3	2
2	CN(CCC#N)C(=O)CSc1nnc(-c2ccco2)n1N	.	12	-2	-11
3	CC(=O)Nc1ccc(NC(=O)COC(=O)c2ccccc2SCC(=O)N2CCCC2)cc1	1	-5	-1	17
4	Cc1nc2ccccc2c2oc(C(=O)Nc3ccc(C(C)C)cc3)cc12	.	12	-1	12

No.	EWS-Fli inh	miR-122 sensor	Cneo AK release	FN deposition inh
1	2	1[16.7 µM]	-1	.
2	-3	.	.	-7
3	-12	-7	0	.
4	22	.	.	0

Continued.
No.	Molecule	PGC1a acetyl inh	LGR2 inh	CASP6 VEID inh	PAX8 inh HTS
13	Cc1nn2c(=O)cc(CSCC(=O)Nc3ccccc3F)nc2s1	.	14	-1	-13
14	N/C(=N\OC(=O)C1CCCCC1)c1ccncc1	0	-70	14	-53
15	COc1cccc(Nc2nnc(Cc3cccnc3)c3ccccc23)c1	.	0	0	6
16	N#C/C(=N\Nc1cccc2ccccc12)c1nnc2n1CCCCC2	6	-15	2	-1
17	CCCNC(=O)C[C@@H]1C[C@@H]2c3cc(NC(=O)C4CCC4)ccc3O[C@@H]2[C@@H](CO)O1	-4	21	-2	-9
18	C[C@H]1CN([C@@H](C)CO)C(=O)c2cc(N(C)C)ccc2O[C@@H]1CN(C)S(=O)(=O)c1cn(C)cn1	-7	2	2	-8
19	O=C(C[C@H]1CC[C@@H](NC(=O)c2ccccc2)[C@@H](CO)O1)NCCc1ccncc1	4	4	1	.
20	CCOc1cc(/C=N\NC(=O)Cn2nc([N+](=O)[O-])cc2C)ccc1OCc1cccc2ccccc12	-16	.	.	0
21	Cc1ccc(NC(=O)C(C)Sc2nc(=O)cc(N)n2-c2ccccc2)cc1 (centres undefined)	-7	.	.	14
22	COc1ccc(-c2cc(C(=O)NCCc3ccc(S(N)(=O)=O)cc3)c3ccccc3n2)cc1	.	-26	0	-25
23	CCOC(=O)CSCc1nc(-c2ccc(Cl)cc2)oc1C	9	-18	-2	2
24	CC1Cc2ccccc2N1C(=O)COC(=O)c1ccc(O)cc1 (centres undefined)	6	1	1	0

No.	EWS-Fli inh	miR-122 sensor	Cneo AK release	FN deposition inh
13	.	.	4	-23
14	-5	.	.	.
15	0	5	-1	11
16	-6	.	.	-4
17	5	-6[16.7 µM]	-12	-1
18	7	5[16.7 µM]	1	6
19	-1	.	-1	4
20	.	2	1	-3
21	.	-8	-1	6
22	-18	.	.	2
23	26	-3	3	0
24	5	-2	2	-3

The final 6 compounds of the section above lead into the next:
No.	Molecule	PGC1a acetyl inh	LGR2 inh	CASP6 VEID inh	PAX8 inh HTS
19	O=C(C[C@H]1CC[C@@H](NC(=O)c2ccccc2)[C@@H](CO)O1)NCCc1ccncc1	4	4	1	.
20	CCOc1cc(/C=N\NC(=O)Cn2nc([N+](=O)[O-])cc2C)ccc1OCc1cccc2ccccc12	-16	.	.	0
21	Cc1ccc(NC(=O)C(C)Sc2nc(=O)cc(N)n2-c2ccccc2)cc1 (centres undefined)	-7	.	.	14
22	COc1ccc(-c2cc(C(=O)NCCc3ccc(S(N)(=O)=O)cc3)c3ccccc3n2)cc1	.	-26	0	-25
23	CCOC(=O)CSCc1nc(-c2ccc(Cl)cc2)oc1C	9	-18	-2	2
24	CC1Cc2ccccc2N1C(=O)COC(=O)c1ccc(O)cc1 (centres undefined)	6	1	1	0
25	C[C@H](CO)N1C[C@H](C)[C@H](CN(C)C(=O)Nc2ccccc2)Oc2c(NS(=O)(=O)c3cn(C)cn3)cccc2C1=O	-2	-3	-2	.
26	COc1ccc(S(=O)(=O)N2CCOCC2)cc1NC(=O)c1ccncc1	9	-1	-5	-24
27	CCCCCn1c(=O)[nH]c2cc(C(=O)N3CCN(Cc4ccc5c(c4)OCO5)CC3)ccc2c1=O	.	.	.	45
28	O=C(NCc1cccnc1)c1ccc(NS(=O)(=O)c2cccc([N+](=O)[O-])c2)cc1	.	10	-8	-16
29	O=C(Nc1ccc([N+](=O)[O-])cc1Br)c1cc2ccccc2nc1Cl	-3	-2	0	-21
30	C[C@H](CO)N1C[C@H](C)[C@H](CN(C)C)Oc2ncc(C#Cc3cccnc3)cc2C1=O	-4	-1	0	.
31	CCNNC(=O)C(O)(Cc1ccccc1)Cc1ccccc1	-4	5	0	19
32	Cc1ccc(S(=O)(=O)N2CC=C(c3c(C)n(C)c4ccccc34)CC2)cc1	.	11	-3	20
33	COc1ccc2c3c([nH]c2c1)[C@H](CO)N(C(=O)Nc1ccc(F)cc1)CC31CN(Cc2ccc(F)cc2)C1	.	-4	-3	39
34	O=C(CCc1nnc2n(Cc3ccc(F)cc3)c(=O)c3ccccc3n12)NCCCN1CCOCC1	.	-2	2	-10
35	C[C@H]1CN([C@@H](C)CO)C(=O)c2ccccc2-c2ccccc2CO[C@H]1CN(C)C(=O)C1CC1	-23	-4	2	-21
36	C[C@H]1CCCCO[C@H](CN(C)C(=O)c2ccccc2)[C@@H](C)CN([C@@H](C)CO)C(=O)c2cc(NC(=O)CCC(F)(F)F)ccc2O1	2	3	-2	-19

No.	EWS-Fli inh	miR-122 sensor	Cneo AK release	FN deposition inh
19	-1	.	-1	4
20	.	2	1	-3
21	.	-8	-1	6
22	-18	.	.	2
23	26	-3	3	0
24	5	-2	2	-3
25	-12	-2[16.7 µM]	-5	.
26	8	.	-2	0
27	.	-25	18	-6
28	9	-5	-1	-3
29	-8	-3	3	-5
30	-5	-1[16.7 µM]	43	-5
31	-17	2	1	-12
32	16	.	.	-3
33	8	.	.	.
34	-3	.	1	4
35	-5	.	-1	-1
36	-3	8[16.7 µM]	-8	5

Further results.
No.	Molecule	PGC1a acetyl inh	LGR2 inh	CASP6 VEID inh	PAX8 inh HTS
37	CC(C)C(=O)N1CCN(c2ccccc2NC(=S)NC(=O)Cc2ccccc2)CC1	.	11	-1	18
38	Cc1cc(C)c(NC(=O)Cn2nnc(C(=O)Nc3ccc(F)cc3F)c2N)c(C)c1	7	-14	-2	-6
39	Cc1nnn(C23CC4CC(CC(CC(=O)Nc5ccc(C)c(C)c5)(C4)C2)C3)n1	.	9	-3	28
40	COc1ccc(C2NC(Cc3ccccc3)(C(=O)O)C3C(=O)N(c4ccccc4OC)C(=O)C23)cc1 (centres undefined)	7	-18	-1	-12
41	COc1ccc(N2CCN(C(=O)C(=O)c3cn(CC(=O)N4CCCC4)c4ccccc34)CC2)cc1	.	0	1	19
42	CCN1CCN(c2cc(C)c3cc(NC(=O)c4cc(OC)cc(OC)c4)ccc3n2)CC1	-27	-25	-27	-40
43	C[C@H](CO)N1C[C@H](C)[C@H](CN(C)S(=O)(=O)c2cccc(F)c2)Oc2ncc(C#Cc3cccc(F)c3)cc2C1=O	-7	11	2	.
44	O=C(CSc1cc(Cl)ccc1Cl)NCC1CCCO1 (centres undefined)	-2	.	.	.
45	Cc1ccc(S(=O)(=O)N(C)C)cc1NC(=O)CCNC(=O)c1ccccc1Cl	-3	10	.	10
46	CC(=O)N1[C@@H]2c3ccc(C4=CCCCC4)c(=O)n3C[C@H]1[C@H](CO)[C@H]2C(=O)N[C@@H](C)c1ccccc1	.	-13	-1	.

No.	EWS-Fli inh	miR-122 sensor	Cneo AK release	FN deposition inh
37	.	2	2	.
38	.	1	-1	6
39	-2	-6	-2	-9
40	5	.	.	.
41	-12	-26	-1	-1
42	-172	-2	-2	0
43	-9	-5[16.7 µM]	2	6
44	.	-9	1	-8
45	.	-5	7	-1
46	-9	.	50	.

Along the list, as entered above.
Entries 37 to 46 in Cneo AK release read 2, -1, -2, ., -1, -2, 2, 1, 7, 50
